Cneo AK release = causes C. neoformans cell lysis; lysis activity, % at 15 µM; AID 651654; adenylate kinase release luminescence, 4 h; normalised: neutral wells 0, clomiphene wells 100; hit rate 0.2% among 360,000;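 active means mean lysis activity across replicates of at least 80%, whatever share of replicates individually reach that level; inactive means mean lysis activity below 80%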
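Material – Cryptococcus neoformans yeast cells · Quantity – 5 × 10^6 yeast cells/mL · Buffer or medium – YPD medium · Compound – single dose · Timing – 4 h static compound exposure, 37 °C, read 1 h post-reagent · Signal – adenylate kinase release luminescence · Read-out basis – lysis from increased AK signal · Benchmarks – Clomiphene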
C2C12 statin = suppression of simvastatin myotoxicity. C2C12 myotubes + simvastatin, ATP luminescence, 48 h; scaled: DMSO 0, geranylgeraniol control 100. AID 602340. hit rate 0.78% among 330,000. rescue of ATP level, % at 7.49 µM;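 active means mean ATP rescue above about 67%, or every replicate alone reaching that limit, limit read from the data, passing the limit was not always enough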;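 further: myotubes were challenged with 10 µM simvastatin during compound exposure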
LGR2 antag = Drosophila LGR2 receptor signaling inhibition. hit rate 0.35% among 380,000. HEK293 LGR2, CRE-luciferase, bursicon-stimulated, 4 h. inhibition, % at 9.99 µM;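 active means drop in luminescence signal, shown as inhibition above about 50% in the replicate tests, limit read from the data, passing the limit was not always enough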;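 further: agonist challenge used bursicon conditioned medium at about half maximal strength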
Xi reactivation = reactivates the inactive X chromosome in mouse fibroblasts. XiGFP mouse fibroblasts, % GFP-positive cells imaging, 3 d; cells co-treated with 5-aza-dC sensitizer; scaled so ellipticine positive control = 100%. activation, % at 7.58 µM. hit rate 0.055% among 360,000. AID 743238;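 active means mean normalized replicate activation at least 10% and every replicate at or above 10%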;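 further: 0% = median of on-plate neutral control wells and 100% = ellipticine 6 µM median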
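Material: SV40-immortalized XiGFP fibroblast cells, line 68-5-11 | Buffer or medium: DMEM containing 5-aza-dC | Dosing: One concentration, pinned | Times: 3 d treatment, 15 min room-temperature fixation | Controls: Ellipticine 6 µM positive control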
ERAP1 HTS inh = blocks human ERAP1 aminopeptidase activity. recombinant ERAP1, Leu-AMC fluorescence, 60 min. inhibition, % at 10.7 µM. hit rate 0.15% among 340,000. Q9NZ08;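 active means mean replicate inhibition of at least 30%, or all replicates individually reaching that 30% level; inactive means mean below 30% and not every replicate reaching it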;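 further: 0% = neutral control wells and 100% = L-leucinethiol positive control wells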
S100A4 inh HTS = S100A4-myosin IIA interaction inhibition | hit rate 0.14% among 360,000 | S100A4/TAMRA-MyoIIA peptide fluorescence polarization | inhibition, % at 10.7 µM | P26447;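 active means mean inhibition of at least 70% across replicates, with every replicate also reaching that level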
Target sequence (P26447 whole entry, looked up): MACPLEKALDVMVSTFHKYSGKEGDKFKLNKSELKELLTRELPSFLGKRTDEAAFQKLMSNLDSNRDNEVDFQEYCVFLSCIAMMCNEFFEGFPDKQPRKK
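Material: human S100A4 monomer with TAMRA-labelled myosin IIA peptide; buffer or medium: HEPES pH 7.2 with CaCl2, KCl, NaCl, DTT, Triton; compound dosing: one concentration per compound; schedule: 5 min incubation before reading; benchmarks: neutral control DMSO, positive control TFP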
SIRT5 inh = inhibitors of human sirtuin-5 desuccinylase; Purified SirT5, succinyl-peptide AMC, trypsin-coupled fluorescence; Q9NXA8; AID 652115; inhibition, % at 15 µM; hit rate 1.1% among 330,000; in the data active means inhibition above about 15%
Target sequence (Q9NXA8 whole entry, looked up): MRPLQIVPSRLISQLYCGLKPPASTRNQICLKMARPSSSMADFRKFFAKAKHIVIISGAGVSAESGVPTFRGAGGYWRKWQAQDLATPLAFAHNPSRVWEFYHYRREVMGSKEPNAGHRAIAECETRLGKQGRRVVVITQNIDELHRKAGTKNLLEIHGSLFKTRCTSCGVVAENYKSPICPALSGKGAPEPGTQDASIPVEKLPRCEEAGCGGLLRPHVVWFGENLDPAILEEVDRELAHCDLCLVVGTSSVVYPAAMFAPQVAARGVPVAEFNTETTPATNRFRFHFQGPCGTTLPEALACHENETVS
PGC1a acetyl inh = lowers PGC1a acetylation signal in U2OS cells; AlphaScreen anti-acetyl-lysine; with virally co-expressed GCN5 acetyltransferase; inhibition, % at 15.6 µM; hit rate 0.17% among 350,000; AID 651687;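 active means every replicate shows inhibition of at least 40%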;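 further: 0% = neutral control wells and 100% = positive control wells; some results beyond the cut were filed as inactive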
Starred values were filed as active, the others as inactive; . = no result given; & = joins results of further samples. These rows are one share of the data; count on the stated rates, not on these rows.

SMILES | Cneo AK release | C2C12 statin | LGR2 antag | Xi reactivation | ERAP1 HTS inh | S100A4 inh HTS | SIRT5 inh | PGC1a acetyl inh
CCC1(c2ccc(F)cc2)NC(=O)N(CC(=O)Nc2ccc(S(N)(=O)=O)cc2)C1=O (centres undefined) | . | . | 4 | 0.0 | -2 | 1 | -1 | .
COCC#Cc1ccc2c(c1)O[C@@H](CN(C)C(=O)NC(C)C)[C@@H](C)CN([C@H](C)CO)S2(=O)=O | 64 | 10 | -3 | 0.1 | 4 | -1 | 0 | 8
O=c1[nH]c(C2CCCN(S(=O)(=O)c3ccccc3)C2)nc2c1nnn2Cc1ccc(OC(F)(F)F)cc1 (centres undefined) | 1 | -3 | -21 | 0.0 | 1 | -7 | 3 | -13
Cc1ccc(S(=O)(=O)N(C)C[C@H]2Oc3ccc(NC(=O)CCN4CCOCC4)cc3CC(=O)N([C@@H](C)CO)C[C@@H]2C)cc1 | 50 | 0 | -3 | 0.2 | -3 | -4 | 1 | 3
Cc1ccc(NC(=O)COC(=O)CNC(=O)C2CCCCC2)c(Br)c1 | . | . | 18 | 0.1 | -2 | 4 | -7 | .
COc1cccc(OC)c1C(=O)Nc1cc(C)nn1-c1nc2ccccc2[nH]1 | . | . | 6 | 0.0 | -1 | -7 | -2 | .
CCCn1c(=N)n(CC(=O)c2ccc(OCC(=O)OC)cc2)c2ccccc21 | 2 | . | . | 0.0 | -1 | 2 | -2 | 9
COC(=O)C[C@H]1CC[C@@H]2[C@@H](COc3ccc(NC(=O)c4ccc(F)c(F)c4)cc3C(=O)N2C)O1 | -2 | 0 | -5 | 0.2 | -1 | 8 | -4 | -8
COc1cccc(C#Cc2ccc([C@@H]3[C@H](CO)N4C(=O)CN(C(=O)Cc5cccnc5)C[C@@H]34)cc2)c1 | . | . | 6 | 0.0 | -2 | -8 | -2 | 8
CC(C)NC(=O)Nc1ccc2c(c1)CC(=O)N([C@H](C)CO)C[C@H](C)[C@@H](CN(C)Cc1ccccc1)O2 | 4 | 19 | -7 | 0.0 | 1 | -3 | -3 | 5
O=C(Nc1ccccn1)C(=O)Nc1ccccn1 | . | . | -10 | -0.3 | -1 | -5 | 0 | .
COc1ccc(CNC(=O)C2CCCN2C(=O)Nc2cccc(Cl)c2)cc1 (centres undefined) | -2 | 4 | 27 | 0.0 | 1 | 9 | . | -2
Cc1ccc(C(=O)NCC(c2ccc(F)cc2)N2CCOCC2)cc1 (centres undefined) | . | . | -4 | 0.0 | -6 | 1 | . | -8
CCOC(=O)c1cnc2[nH]c3ccccc3n2c1=O | . | . | . | 0.1 | -5 | -1 | -53 | -23
CC(C)NC(=O)Nc1ccc2c(c1)CC(=O)N([C@@H](C)CO)C[C@@H](C)[C@H](CN(C)Cc1ccc(C(=O)Nc3ccccc3N)cc1)O2 | . | 26 | -16 | 1.1 | 1 | 10 | -3 | -4
Cc1sc2nc(CSC(C)C(=O)Nc3ccccn3)[nH]c(=O)c2c1C (centres undefined) | -1 | 1 | -11 | 0.0 | -3 | -4 | -9 | .
CCOc1ccc(CCN2C(=S)N([C@@H](CC(C)C)CN3CCC[C@@H]3CN3C(=S)NC[C@@H]3Cc3ccc(O)cc3)C[C@@H]2CC(C)C)cc1 | 1 | 10 | 6 | -0.1 | . | -2 | . | -17
O=C1CCC([N+](=O)[O-])C(c2ccc(Cl)c([N+](=O)[O-])c2)N1 (centres undefined) | . | . | -32 | 0.0 | 6 | -19 | -4 | -2
COC(=O)[C@]1(Cc2ccccc2)N[C@H](c2ccc(-c3cc(C(C)=O)cs3)cc2)[C@@H]2C(=O)N(C)C(=O)[C@@H]21 | -1 | 11 | -4 | -0.7 | -2 | -6 | 4 | 1
CCC(=O)Nc1ccc2c(c1)C(=O)N(C)[C@@H]1CC[C@H](CC(=O)Nc3cccc(OC)c3)O[C@H]1CO2 | -4 | -25 | 20 | 0.2 | -1 | 6 | -5 | 8
CN1CC(O)(C(O)C(O)C(O)CO)SC1=S (centres undefined) | -1 | . | -21 | 0.0 | 2 | -6 | . | .
O=C(c1ccc2nccnc2c1)N1CCCC(N2CCN(c3ccc(F)cc3)CC2)C1 (centres undefined) | -3 | 7 | -7 | 0.0 | -7 | -1 | 1 | .
CNC[C@@H]1Oc2ccc(NC(=O)CCCN(C)C)cc2C(=O)N([C@H](C)CO)C[C@H]1C | -1 | -23 | 7 | -0.5 | -1 | 14 | -2 | -1
COc1ccc(-n2c(SCC(=O)NCC3CCCO3)nc3c([nH]c4ccccc43)c2=O)cc1 (centres undefined) | . | -16 | 1 | 0.0 | 0 | -2 | 0 | .
O=C(CCC(=O)c1cccs1)NCc1ccccc1Cl | . | -4 | -28 | 0.0 | 4 | 0 | -2 | 7

Additional records.
SMILES | Cneo AK release | C2C12 statin | LGR2 antag | Xi reactivation | ERAP1 HTS inh | S100A4 inh HTS | SIRT5 inh | PGC1a acetyl inh
O=c1c(Oc2ccccc2F)coc2cc(OCc3cnn(-c4ccccc4)c3)ccc12 | . | . | . | 0.2 | -1 | -2 | -1 | 1
COc1ccc(-c2csc(N(CCCN(C)C)C(=O)c3ccccc3C)n2)cc1 | -6 | 16 | 10 | 0.1 | -3 | -1 | 3 | -1
CC1(C)OC(=O)C(=CNC(Cc2c[nH]c3ccccc23)C(=O)O)C(=O)O1 (centres undefined) | 0 | 21 | 6 | . | . | . | . | 4
CCOC(=O)C1=CCN(S(=O)(=O)c2ccccc2C)C1c1cccc(F)c1 (centres undefined) | 1 | 6 | -10 | 0.1 | 0 | 1 | -6 | -11
Cc1nc2c(sc3nc(N4CCOCC4)c4c(c32)CC(C)(C)OC4)c(-c2ccc(Cl)cc2)c1C(=O)O | . | 20 | -6 | -0.1 | . | 5 | -3 | 5
Cn1ccc2cc(OCc3ccccc3)ccc21 | -19 | -2 | -72 | -0.1 | -3 | -1 | . | -54
O=C(N/C(=C\c1cccnc1)c1nc2ccccc2[nH]1)c1cccc(Br)c1 | . | . | 5 | 0.2 | -2 | 2 | -1 | .
CCS(=O)(=O)Nc1ccc2c(c1)C(=O)N(C)[C@H]1CC[C@@H](CC(=O)NCc3ccccc3F)O[C@H]1CO2 | -1 | 1 | -1 | 0.0 | -2 | 8 | 0 | .
CC(Sc1ccc(S(=O)(=O)N2CCCCC2)cn1)C(N)=O (centres undefined) | -1 | -2 | 4 | 0.1 | -3 | -1 | . | .
COc1ccc(C2=[N+]([O-])C(C)(C)C(c3ccccc3)=N2)cc1 | . | 12 | -24 | 0.0 | -2 | 6 | 0 | 32
O=C(Nc1ccc2c(c1)OCO2)N[C@H]1CC[C@H](CCNC(=O)C2CC2)O[C@@H]1CO | 1 | -15 | 3 | -0.2 | 3 | -5 | 31* | -9
Cc1ccccc1Nc1nnc(-c2ccc(C(=O)NCCO)cc2)c2ccccc12 | 0 | 21 | 4 | 0.0 | 3 | -4 | -2 | -40
Cc1cccc(S(=O)(=O)N2C[C@@H](O)COC[C@@H]3O[C@H](CC(=O)NCCCN4CCOCC4)CC[C@H]32)c1 | -4 | 9 | 18&13 | 0.0&0.0 | 0 | 3&-5 | 3&-7 | -3
COc1ccc(Cn2cc(CN3CCc4onc(-c5ccccc5OC)c4C3=O)nn2)cc1 | . | . | -13 | -0.1 | -1 | 2 | -1 | .
Cc1cccc(-n2c(Cc3ccccc3)n[nH]c2=S)c1 | -3 | -2 | 12 | 0.0 | 1 | 0 | -2 | 5
CN(C1CCCCC1)S(=O)(=O)c1ccc2c(c1)c(=O)c(C(=O)NCCN1CCCC1)cn2C | -1 | 0 | 7 | 0.2 | -1 | -5 | . | .
Cc1sc2ncnc(NCc3cccnc3)c2c1C | . | . | 6 | 0.2 | 5 | 4 | -2 | .
O=C(O)c1nn2cc(CCO)cnc2c1Cl | 0 | 0 | -24 | 0.0 | -4 | 0 | -1 | -3
O=C(O)CCC(=O)N1N=C(c2c(-c3ccccc3)c3cc(Cl)ccc3[nH]c2=O)CC1c1ccccc1 (centres undefined) | . | . | 20 | 0.0 | -1 | -6 | 0 | -1
COc1ccccc1C(=O)Oc1ccc(C(C)C)cc1 | . | . | -15 | . | 3 | 1 | -2 | 8
O=C(O)c1nccnc1C(=O)NCCc1c[nH]c2ccccc12 | . | 0 | -2 | -0.3 | 5 | 8 | -2 | 3
COc1ccccc1C(=O)Nc1ccc2c(c1)C(=O)N(C)[C@H]1CC[C@H](CC(=O)NCc3ccc(Cl)c(Cl)c3)O[C@H]1CO2 | 2 | 47 | 0 | 0.2 | -3 | 9 | 4 | -6
COc1cccc(NC(=O)C2C3C=CC(C3)C2C(=O)O)c1 (centres undefined) | -1 | 3 | -15 | 0.1 | 3 | 1 | 0 | 0
Cc1nnc(SCc2ccccc2)nc1-c1ccccc1 | -10 | 1 | -52 | 0.0 | . | . | . | 0
O=[N+]([O-])c1ccc(Cl)c(S(=O)(=O)Nc2ccc3cn[nH]c3c2)c1 | 2 | -1 | -20 | 0.3 | -3 | -3 | -4 | -25

Next section:
SMILES | Cneo AK release | C2C12 statin | LGR2 antag | Xi reactivation | ERAP1 HTS inh | S100A4 inh HTS | SIRT5 inh | PGC1a acetyl inh
CCC1(c2ccc(C)cc2)NC(=O)N(CC(=O)Nc2cccc(S(=O)(=O)N3CCCC3)c2)C1=O (centres undefined) | 0 | 12 | -4 | 0.4 | 3 | -6 | 1 | -9
O=C(COc1ccc([N+](=O)[O-])cc1)Nc1nnc(-c2cccnc2)s1 | -1 | 9 | -15 | 1.0 | 2 | -1 | -4 | 1
COc1ccc(C)cc1S(=O)(=O)Nc1ccncc1 | 2 | 6 | . | 0.2 | -4 | 6 | -1 | -4
COc1cc(-c2n[nH]c(=S)n2-c2ccccc2C(F)(F)F)cc(OC)c1OC | . | -8 | -4 | -0.1 | 5 | 3 | 0 | -11
CCn1c(=O)cc(SCC(=O)N2CCCCC2)c2ccccc21 | -1 | -18 | -24 | . | . | . | . | -7
CC1Cc2ccccc2N1C(=O)CNc1cccc(S(=O)(=O)N2CCCC2)c1 (centres undefined) | 1 | 0 | 1 | 0.8 | 5 | 2 | 1 | 8
CCN(CC)c1ccc(/C=C/C(=O)c2cccnc2)cc1 | 1 | 1 | 26 | 0.0 | -1 | -2 | 1 | .
OC(c1ccccc1)c1nc(-c2ccccc2)cs1 (centres undefined) | -19 | 4 | -35 | 0.1 | 4 | -4 | . | .
CCCC#Cc1cnc2c(c1)C(=O)N([C@@H](C)CO)C[C@@H](C)[C@@H](CN(C)Cc1cccnc1)O2 | -7 | . | -6 | -0.7 | 1 | 7 | -5 | 12

Compound profiles, from the list above. Order of screens: Cneo AK release, C2C12 statin, LGR2 antag, Xi reactivation, ERAP1 HTS inh, S100A4 inh HTS, SIRT5 inh, PGC1a acetyl inh
`CCC1(c2ccc(C)cc2)NC(=O)N(CC(=O)Nc2cccc(S(=O)(=O)N3CCCC3)c2)C1=O` (centres undefined) is listed as 0, 12, -4, 0.4, 3, -6, 1, -9
`COc1cc(-c2n[nH]c(=S)n2-c2ccccc2C(F)(F)F)cc(OC)c1OC` is listed as ., -8, -4, -0.1, 5, 3, 0, -11
`O=C(COc1ccc([N+](=O)[O-])cc1)Nc1nnc(-c2cccnc2)s1` is listed as -1, 9, -15, 1.0, 2, -1, -4, 1
`CCCC#Cc1cnc2c(c1)C(=O)N([C@@H](C)CO)C[C@@H](C)[C@@H](CN(C)Cc1cccnc1)O2` is listed as -7, ., -6, -0.7, 1, 7, -5, 12
`CCn1c(=O)cc(SCC(=O)N2CCCCC2)c2ccccc21` is listed as -1, -18, -24, ., ., ., ., -7

Screens: PubChem BioAssay, Broad Institute
